Source: PubChem (Broad Institute)
RAD54 branch: inhibitors of human RAD54 branch migration. inhibition, % at 10.4 µM. 360,000 tested, 0.14% active. RAD54 Holliday junction branch migration, FAM/BHQ fluorescence;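 active = mean normalized replicate activity at least 40 and at least half of replicates scoring 40 or more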;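 also: 0% = median of neutral control wells and 100% = median of positive control wells; inhibitors cause a drop in the FAM fluorescence signal; in these data hits start at about 50%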
Target sequence (Q92698 whole entry, looked up): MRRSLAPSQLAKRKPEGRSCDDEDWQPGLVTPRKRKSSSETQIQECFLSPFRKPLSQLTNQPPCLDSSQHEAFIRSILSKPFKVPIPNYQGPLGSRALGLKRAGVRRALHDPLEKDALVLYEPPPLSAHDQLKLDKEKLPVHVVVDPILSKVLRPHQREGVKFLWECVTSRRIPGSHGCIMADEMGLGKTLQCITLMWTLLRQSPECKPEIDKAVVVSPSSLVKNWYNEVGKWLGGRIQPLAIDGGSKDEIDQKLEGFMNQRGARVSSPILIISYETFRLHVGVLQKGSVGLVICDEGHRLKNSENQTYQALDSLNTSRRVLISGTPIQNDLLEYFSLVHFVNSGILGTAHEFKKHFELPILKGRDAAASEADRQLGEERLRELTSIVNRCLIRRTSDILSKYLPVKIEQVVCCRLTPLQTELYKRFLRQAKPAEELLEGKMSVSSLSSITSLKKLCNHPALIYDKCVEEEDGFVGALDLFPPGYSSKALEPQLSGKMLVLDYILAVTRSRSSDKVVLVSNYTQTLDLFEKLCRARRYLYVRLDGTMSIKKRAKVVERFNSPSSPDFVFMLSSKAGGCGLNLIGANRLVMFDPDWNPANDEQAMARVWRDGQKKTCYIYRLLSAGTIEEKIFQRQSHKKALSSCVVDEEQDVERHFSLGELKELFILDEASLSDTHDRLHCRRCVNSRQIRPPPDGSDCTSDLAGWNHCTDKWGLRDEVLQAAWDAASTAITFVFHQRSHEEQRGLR
The depositor's hits bear a star. An excerpt; count on the stated rates, not on these rows.

How did CN(C)CCCN1C(=O)C(O)=C(C(=O)c2cc3ccccc3o2)C1c1ccccc1 (configuration not stated) do in these assays?
RAD54 branch: 1

How did CCOC(=O)CN(C(=O)CNC(=O)c1ccco1)C(C(=O)NC1CCCCC1)c1cccc(OC)c1 (configuration not stated) do in these assays?
RAD54 branch: -5

Results for CCOC(=O)C(C(=O)OCC)C1CCS(=O)(=O)C1 (configuration not stated) ?
RAD54 branch: -5

How did CC1CC(C)(C)CC2(C1)NC(=O)N(CC(=O)NCC(c1ccco1)N1CCCCC1)C2=O (configuration not stated) do in these assays?
RAD54 branch: -3

How did CCCNC(=O)c1c(N)n(-c2ccc(S(N)(=O)=O)cc2)c2nc3ccccc3nc12 do in these assays?
RAD54 branch: 4

What do the screens show for `Cc1nc(-c2cn[nH]c2)c2cc(C)oc2n1`?
RAD54 branch: 13

Results for O=C(C1CC1)N1CCN=C1SCc1cccc(C(F)(F)F)c1 ?
RAD54 branch: -4

How did COc1ccccc1N(CC(=O)Nc1ccc(S(=O)(=O)N2CCCCC2)cc1)S(C)(=O)=O do in these assays?
RAD54 branch: -8

How did CCNc1nc2c(c(=O)n(Cc3ccccc3)c(=O)n2C)n1Cc1ccccc1 do in these assays?
RAD54 branch: -2

Results for Cc1occc1-c1nnc(SCC(=O)c2c(N)n(Cc3ccccc3)c(=O)n(C)c2=O)n1C ?
RAD54 branch: 0

Results for Cc1ccc(OCC2Cn3c(nc4c3c(=O)n(C)c(=O)n4C)O2)cc1 (configuration not stated) ?
RAD54 branch: -2

How did O=C(Cn1c(=O)oc2ccccc21)N(Cc1ccccc1)C1CCS(=O)(=O)C1 (configuration not stated) do in these assays?
RAD54 branch: -4

What do the screens show for `Cc1ccc(S(=O)(=O)Oc2ccc(/C=C3\N=C(c4cccc(C)c4)OC3=O)cc2)cc1`?
RAD54 branch: -2

How did O=C(c1cc(-c2cccs2)on1)N1CCN(C(c2ccccc2)c2ccccc2)CC1 do in these assays?
RAD54 branch: 1

What do the screens show for `COc1ccc(C2/C(=C(/O)c3ccccc3)C(=O)C(=O)N2CC(C)O)c(OC)c1` (configuration not stated)?
RAD54 branch: -9

Results for CCn1nc(C)cc1Nc1ccccc1 ?
RAD54 branch: 8

How did Cc1nnc(Sc2nc3ccccc3o2)c2ccccc12 do in these assays?
RAD54 branch: -1

Results for Cc1ccc(S(=O)(=O)NC(=NCC(=O)O)c2ccc(F)cc2)cc1 ?
RAD54 branch: 1

Results for Cc1ccc(-n2ncc3c(NCC4CCCO4)ncnc32)c(C)c1 (configuration not stated) ?
RAD54 branch: 2

How did COC(=O)c1cc(Br)c(=O)n(-c2ccccc2F)c1 do in these assays?
RAD54 branch: 4

What do the screens show for `Cc1ccc(C(=O)Oc2ccc(Cl)c3cccnc23)cc1[N+](=O)[O-]`?
RAD54 branch: 2

What do the screens show for `O=C(Nc1ccncc1)c1cncc(Br)c1`?
RAD54 branch: 5

What do the screens show for `O=C(O)CC1NC(=O)N(c2ccc(Cl)cc2)C1=O` (configuration not stated)?
RAD54 branch: -4

How did CC/C(=N\NC(=O)c1ccncc1)C12CC3CC(CC(C3)C1)C2 do in these assays?
RAD54 branch: 5

Results for O=C(O)C1CCCCC1C(=O)NCCc1ccc(Cl)cc1 (configuration not stated) ?
RAD54 branch: -11

What do the screens show for `O=c1c2c(nc(NCCO)n1CC1CCCCC1)-c1ccccc1CC21CCCC1`?
RAD54 branch: -7

Results for CCOC(=O)c1sc(NC(=O)CN(CC(C)C)CC(C)C)c(C(=O)OCC)c1C ?
RAD54 branch: -1

What do the screens show for `Cc1ccc(C)c(N2CCN(C(=O)CCCOc3cc(=O)n(C)c4ccccc34)CC2)c1`?
RAD54 branch: -5

What do the screens show for `CC(C)c1ccc(NC(=O)C2C3C=CC4(CN(CCCN5CCOCC5)C(=O)C24)O3)cc1` (configuration not stated)?
RAD54 branch: 6

Results for Cc1cc([N+](=O)[O-])c(NC2CCCCC2)c([N+](=O)[O-])c1 ?
RAD54 branch: 7

What do the screens show for `CCOC(=O)c1ccc(NC(=O)CSc2nnc(C3CC3)n2C)cc1`?
RAD54 branch: 12

What do the screens show for `Cn1nnnc1SCC(=O)c1ccc(Br)s1`?
RAD54 branch: 1

How did CCN(CC)c1ccc2c(c1)oc(=O)c1c(Cl)cc(=O)oc12 do in these assays?
RAD54 branch: -37

Results for CCc1nnc(NC(=O)CSc2nc3cccnc3n2C2CCCCC2)s1 ?
RAD54 branch: -1

Results for CCC(CO)NCc1ccc2c(c1)n(C)c(=O)n2C (configuration not stated) ?
RAD54 branch: 3

What do the screens show for `S=c1[nH]nc(-c2ccco2)n1-c1cccc2ccccc12`?
RAD54 branch: 3

What do the screens show for `CCn1c(SCC(=O)Nc2cc3oc4ccccc4c3cc2OC)nnc1-c1cccs1`?
RAD54 branch: -10

Results for C/C(=N\NS(=O)(=O)c1ccc(C)c([N+](=O)[O-])c1)c1cc2ccccc2o1 ?
RAD54 branch: -1

How did CC1CC(C)CN(CCC(=O)Nc2cccc(Cl)c2)C1 (configuration not stated) do in these assays?
RAD54 branch: -13

What do the screens show for `Cc1ccc(-c2c3c(=O)n(C)c(=O)n(C)c3cn2N2CCOCC2)cc1`?
RAD54 branch: 2

Results for Cc1cccc(C)c1NC(=O)CNc1ccccc1 ?
RAD54 branch: -6

Results for CCN(C(=O)COC(=O)c1cc(C)n(-c2ccc(F)cc2)c1C)C1CCS(=O)(=O)C1 (configuration not stated) ?
RAD54 branch: 6

How did Cc1ccc(C(N)=O)cc1S(=O)(=O)Nc1cccc(C)c1C do in these assays?
RAD54 branch: 4

How did O=S(=O)(c1ccc(OCC(O)CN2CCCCC2)cc1)N1CCOCC1 (configuration not stated) do in these assays?
RAD54 branch: -13

What do the screens show for `O=C1OCCC1Sc1nc(-c2ccccc2)cs1` (configuration not stated)?
RAD54 branch: 4

Results for O=C(c1ccco1)N1CCN(c2ncnc3scc(-c4ccccc4)c23)CC1 ?
RAD54 branch: -3

Results for CN1CCN(CCCNC(=O)C2CCN(c3nnc(-n4cccc4)s3)CC2)CC1 ?
RAD54 branch: 3

Results for Nc1ccc2c(c1)C(=O)N(CCCC(=O)O)C2=O ?
RAD54 branch: 3

15 structures from above, arranged by length of the SMILES, low to high:
What do the screens show for `Cn1nnnc1SCC(=O)c1ccc(Br)s1`?
RAD54 branch: 1

What do the screens show for `O=C1OCCC1Sc1nc(-c2ccccc2)cs1` (configuration not stated)?
RAD54 branch: 4

Results for CCC(CO)NCc1ccc2c(c1)n(C)c(=O)n2C (configuration not stated) ?
RAD54 branch: 3

Results for Nc1ccc2c(c1)C(=O)N(CCCC(=O)O)C2=O ?
RAD54 branch: 3

How did CC1CC(C)CN(CCC(=O)Nc2cccc(Cl)c2)C1 (configuration not stated) do in these assays?
RAD54 branch: -13

What do the screens show for `S=c1[nH]nc(-c2ccco2)n1-c1cccc2ccccc12`?
RAD54 branch: 3

How did Cc1ccc(C(N)=O)cc1S(=O)(=O)Nc1cccc(C)c1C do in these assays?
RAD54 branch: 4

Results for CCc1nnc(NC(=O)CSc2nc3cccnc3n2C2CCCCC2)s1 ?
RAD54 branch: -1

What do the screens show for `CCOC(=O)c1ccc(NC(=O)CSc2nnc(C3CC3)n2C)cc1`?
RAD54 branch: 12

How did O=S(=O)(c1ccc(OCC(O)CN2CCCCC2)cc1)N1CCOCC1 (configuration not stated) do in these assays?
RAD54 branch: -13

Results for O=C(c1ccco1)N1CCN(c2ncnc3scc(-c4ccccc4)c23)CC1 ?
RAD54 branch: -3

What do the screens show for `Cc1ccc(-c2c3c(=O)n(C)c(=O)n(C)c3cn2N2CCOCC2)cc1`?
RAD54 branch: 2

What do the screens show for `CCn1c(SCC(=O)Nc2cc3oc4ccccc4c3cc2OC)nnc1-c1cccs1`?
RAD54 branch: -10

Results for C/C(=N\NS(=O)(=O)c1ccc(C)c([N+](=O)[O-])c1)c1cc2ccccc2o1 ?
RAD54 branch: -1

Results for CCN(C(=O)COC(=O)c1cc(C)n(-c2ccc(F)cc2)c1C)C1CCS(=O)(=O)C1 (configuration not stated) ?
RAD54 branch: 6

Next part.
What do the screens show for `COc1ccc2cc3cc(C(=O)Nc4ccc5c(c4)OCCO5)oc3nc2c1`?
RAD54 branch: -10

Results for CC(=O)c1ccc2c(c1)C1C=CCC1C(c1ccncc1)N2 (configuration not stated) ?
RAD54 branch: -20

What do the screens show for `COC(=O)CSc1nc2ncc(Cl)cc2[nH]1`?
RAD54 branch: -3

Results for CCc1ccc(N2CSC3=C(C#N)C(c4cccs4)CC(=O)N3C2)cc1 (configuration not stated) ?
RAD54 branch: 2

How did CC(=O)NC(CCS(C)(=O)=O)C(=O)Nc1ccc(C)c(F)c1 (configuration not stated) do in these assays?
RAD54 branch: -9

Results for COC(=O)c1ccc(NS(=O)(=O)c2cccc3cccnc23)cc1 ?
RAD54 branch: 3

Results for CC(=O)NCCn1c(SCC#N)nc2ccccc2c1=O ?
RAD54 branch: 1

Results for CS(=O)(=O)N1CCN(C(=O)c2ccccc2F)CC1 ?
RAD54 branch: 0

What do the screens show for `COC(=O)/C=c1/s/c(=C(\C#N)C(=O)NCc2ccco2)n(-c2ccc(C)cc2)c1=O`?
RAD54 branch: 3

Results for O=C1CS/C(=C\S(=O)(=O)c2ccc(Cl)cc2)N1 ?
RAD54 branch: -14

What do the screens show for `Cc1cccc(C)c1-n1nnnc1C1(Nc2ccccc2)CCCCC1`?
RAD54 branch: -11

Results for COc1cc(NC(=O)CN(c2ccc(C)cc2)S(=O)(=O)c2c(C)nn(C)c2C)cc(OC)c1 ?
RAD54 branch: -4

What do the screens show for `CSCCC1NC(=O)N(CC(=O)Nc2cccc3ccccc23)C1=O` (configuration not stated)?
RAD54 branch: -5

How did O=C(Nc1ncc(Cc2ccc(SC(F)F)cc2)s1)c1ccccc1 do in these assays?
RAD54 branch: -3

How did Cc1ccnc(NS(=O)(=O)c2cccc3nsnc23)c1 do in these assays?
RAD54 branch: -5

What do the screens show for `Cc1ccn(CC(=O)O)c(=O)c1`?
RAD54 branch: 2

How did CCC1(C)Cc2c(sc3nc4n(c(=O)c23)CCCS4)CO1 (configuration not stated) do in these assays?
RAD54 branch: 3

How did CCN(Cc1ccccc1)C(=O)c1ccccc1C do in these assays?
RAD54 branch: -20

Results for O=C(/N=C1\NC(=O)C(F)(C(F)(F)F)S1)NC1CCCCC1 (configuration not stated) ?
RAD54 branch: -5

What do the screens show for `Cc1nnc(NC(=O)c2ccc(Br)cc2)s1`?
RAD54 branch: 0

Results for CC(C)Oc1ccc(CSC(=N)N)cc1 ?
RAD54 branch: -1

How did Cc1ccnn1CC(=O)N/N=C/c1ccco1 do in these assays?
RAD54 branch: 1

What do the screens show for `N#CNc1nc(O)cc(=O)[nH]1`?
RAD54 branch: -7

How did Cc1cc(C)c2c(=O)[nH]c(SCC(=O)Nc3ccc(N(C)C)cc3)nc2n1 do in these assays?
RAD54 branch: -2

Results for COc1ccc(C(=O)Oc2cc(/C=N/NC(N)=S)ccc2OC)cc1 ?
RAD54 branch: -8

What do the screens show for `CCOC(=O)n1c(SCC(N)=O)nc2ccccc21`?
RAD54 branch: 9

Results for CCN1CCN(C(=O)c2nn(-c3ccc(C)cc3)c(=O)c3c2c2ccccc2n3C)CC1 ?
RAD54 branch: 2

What do the screens show for `CCN(CC)C(=O)CN(c1cc(Cl)ccc1OC)S(C)(=O)=O`?
RAD54 branch: 4

What do the screens show for `Cn1ccnc1SCC(=O)Nc1ccc(Br)cc1C(F)(F)F`?
RAD54 branch: -7

Results for COc1cccc(NC(=O)COc2ccccc2C(N)=O)c1 ?
RAD54 branch: 8

What do the screens show for `CCOC(=O)c1[nH]c2ccc(OC)cc2c1NC(=O)CN1CCC2(CC1)OCCO2`?
RAD54 branch: -5

Results for Cc1cc(-c2nc3ccccc3o2)c2ccccc2n1 ?
RAD54 branch: -5

Results for Cc1ccc(C(=O)Cn2c(N3CCOCC3)nc3c2c(=O)n(C)c(=O)n3C)cc1 ?
RAD54 branch: -11

How did CC(=O)C1=NOC(CNC(=O)c2c(-c3ccccc3Cl)noc2C)C1 (configuration not stated) do in these assays?
RAD54 branch: 3

How did O=C(CCNS(=O)(=O)c1ccc2c(c1)CCC(=O)N2)NCc1cccnc1 do in these assays?
RAD54 branch: -13

How did COc1cccc(C2c3c(oc4ccccc4c3=O)C(=O)N2CCCN(C)C)c1OC (configuration not stated) do in these assays?
RAD54 branch: 9

How did CCN(CC)S(=O)(=O)c1cccc(C(=O)Nc2ccc(C#N)cc2)c1 do in these assays?
RAD54 branch: 4

What do the screens show for `Nn1c(-c2ccccc2Cl)nnc1-c1ccccc1Cl`?
RAD54 branch: -3

What do the screens show for `COc1ccc(CC(C(=O)Nc2cccc(F)c2)c2nn[nH]n2)c(OC)c1` (configuration not stated)?
RAD54 branch: 4

How did Fc1ccc(-c2cc3nc(-c4ccccc4)cc(N4CCN(CCN5CCOCC5)CC4)n3n2)cc1 do in these assays?
RAD54 branch: 2

What do the screens show for `CN(C)S(=O)(=O)c1ccc(/C(O)=C2/C(=O)C(=O)N(Cc3cccnc3)C2c2ccncc2)cc1` (configuration not stated)?
RAD54 branch: -10

Results for O=C(O)CCCC(=O)Nc1ccc(Br)cc1 ?
RAD54 branch: -10

Results for COC(=O)c1sccc1N/N=C(\C)c1ccc(F)c(Cl)c1 ?
RAD54 branch: 4

What do the screens show for `CCCC(=O)Nc1nnc(CCN2CCCCC2)s1`?
RAD54 branch: 2

Results for Cc1ccc(C)c(NC(=O)c2nnn(Cc3ccccc3)c2N)c1 ?
RAD54 branch: 4

What do the screens show for `Cc1cccc(-n2c(N)c(C(=O)N3CCN(C)CC3)sc2=S)c1`?
RAD54 branch: -2

How did CCCC(=O)N1CC2(C)CN(C(=O)CCC)CC(CCC)(C1)C2=O do in these assays?
RAD54 branch: 4

Results for O=C(Nc1nc(-c2ccccc2)cs1)c1cccc([N+](=O)[O-])c1 ?
RAD54 branch: -2

How did Cc1cccc(Nc2nn3c(=O)c4ccccc4nc3s2)c1 do in these assays?
RAD54 branch: -1

How did COc1ccccc1CNC(=S)Nc1ccc(S(N)(=O)=O)cc1 do in these assays?
RAD54 branch: -19

Results for O=C1CC(Cc2ccc(Cl)cc2)C(=O)N1c1ccncc1 (configuration not stated) ?
RAD54 branch: 10

Results for C=C(C)CSc1nnc(-c2ccc(C)cc2)n1N ?
RAD54 branch: -10
